Bioassay records: PubChem BioAssay, The Scripps Research Institute Molecular Screening Center
ZTA DNA inh = ZTA (EBV) inhibition in EBNA-1 counter-screen; P03206; ZTA-DNA binding, fluorescence polarization; inhibition, % at 11 µM; hit rate 0.15% among 320,000; AID 2234; in the data active means inhibition above about 33%
Target sequence (P03206 whole entry, looked up): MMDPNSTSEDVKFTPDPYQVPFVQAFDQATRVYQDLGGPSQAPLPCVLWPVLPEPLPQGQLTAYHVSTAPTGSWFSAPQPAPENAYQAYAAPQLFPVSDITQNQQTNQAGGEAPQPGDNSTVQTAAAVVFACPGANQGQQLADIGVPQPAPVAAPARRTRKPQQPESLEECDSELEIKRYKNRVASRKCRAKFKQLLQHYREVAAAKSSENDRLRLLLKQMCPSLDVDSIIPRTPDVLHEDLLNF
LYPLA2 counter = blocks human lysophospholipase 2, a PME1 counter-screen; O95372; recombinant LYPLA2, FP-Rh probe fluorescence polarization; inhibition, % at 5.9 µM; hit rate 0.38% among 320,000;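 active means inhibition above the screen-wide mean plus 3 SD, limit set per campaign, cut at about 26% in these data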;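 further: 0% = LYPLA2 with DMSO and 100% = wells lacking LYPLA2 enzyme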
Target sequence (O95372 whole entry, looked up): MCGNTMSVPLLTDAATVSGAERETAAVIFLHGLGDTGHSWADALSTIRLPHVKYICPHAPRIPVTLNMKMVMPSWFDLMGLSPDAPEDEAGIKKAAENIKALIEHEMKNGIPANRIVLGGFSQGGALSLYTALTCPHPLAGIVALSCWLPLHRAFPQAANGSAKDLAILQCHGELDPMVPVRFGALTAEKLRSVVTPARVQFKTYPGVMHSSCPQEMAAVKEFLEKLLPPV
EBNA-1 inhibitor = blocks EBNA-1 binding to DNA; inhibition, % at 14.8 µM; EBNA-1 DNA binding, fluorescence polarization; hit rate 0.34% among 300,000; AID 1950; in the data active means inhibition above about 28%
PAD4 FP inh = blocks human protein arginine deiminase 4; recombinant PAD4, RCA probe fluorescence polarization; inhibition, % at 6.36 µM; hit rate 0.41% among 330,000; AID 485272;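 active means percent inhibition above a cutoff equal to the mean of all tested compounds plus 3 SD, cut at about 15% in these data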;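 further: 0% = PAD4 with RCA probe and DMSO and 100% = probe without PAD4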
PAFAH2 FP inh = PAFAH2 (human) inhibition; Q99487; recombinant PAFAH2, FP-rhodamine activity probe, fluorescence polarization; inhibition, % at 3.39 µM; hit rate 0.99% among 340,000;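 active means inhibition above the mean over all tested compounds plus 3 SD, cut at about 30% in these data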;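 further: inhibitors block probe labeling of enzyme so polarization drops; 0% = enzyme with DMSO and 100% = wells lacking PAFAH2 protein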
LYPLA1 inh = blocks human lysophospholipase 1, a PME1 counter-screen | recombinant LYPLA1, FP-Rh probe fluorescence polarization | hit rate 0.16% among 320,000 | AID 2174 | inhibition, % at 5.9 µM | O75608;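 active means inhibition above the mean of all tested compounds plus 3 SD, set per campaign, cut at about 14% in these data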;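 further: inhibitors block serine hydrolase probe labeling of LYPLA1 so polarization falls; 0% = enzyme with DMSO and 100% = wells lacking LYPLA1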
PREPL inhibitor = human PREPL enzyme inhibition. recombinant PREPL, fluorescence polarization activity-based probe. hit rate 0.68% among 320,000. inhibition, % at 5.96 µM. AID 2751. Q4J6C6; in the data active means inhibition above about 43%;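 further: 0% = enzyme with DMSO and 100% = wells lacking enzyme; many of its hits are not listed in these tables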
PAFAH1B3 inh = blocks human PAF acetylhydrolase 1B catalytic subunit 3. Q15102. recombinant PAFAH1B3, FP-rhodamine probe, fluorescence polarization. inhibition, % at 3.39 µM. hit rate 0.28% among 340,000. AID 492972;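 active means inhibition above the screen-wide average of all tested compounds plus 3 SD, cut at about 25% in these data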;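 further: 0% = enzyme with DMSO only and 100% = wells lacking PAFAH1B3 protein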
Target sequence (Q15102 whole entry, looked up): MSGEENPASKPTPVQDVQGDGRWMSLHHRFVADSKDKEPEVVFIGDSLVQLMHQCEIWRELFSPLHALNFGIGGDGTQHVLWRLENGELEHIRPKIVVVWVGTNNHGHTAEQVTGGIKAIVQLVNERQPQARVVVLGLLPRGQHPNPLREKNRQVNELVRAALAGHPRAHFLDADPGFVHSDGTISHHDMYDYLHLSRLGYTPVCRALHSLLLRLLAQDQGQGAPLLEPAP
GSTO1 inh = GSTO1 inhibition, counter-screen for RBBP9 inhibitors. inhibition, % at 5.96 µM. recombinant GSTO1, activity-based probe fluorescence polarization. hit rate 1.1% among 300,000. P78417. AID 1974;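 active means inhibition above the campaign mean inhibition plus 3 SD, cut at about 35% in these data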;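 further: 0% = GSTO1-1 with DMSO and 100% = wells lacking GSTO1-1 enzyme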
Target sequence (P78417 whole entry, looked up): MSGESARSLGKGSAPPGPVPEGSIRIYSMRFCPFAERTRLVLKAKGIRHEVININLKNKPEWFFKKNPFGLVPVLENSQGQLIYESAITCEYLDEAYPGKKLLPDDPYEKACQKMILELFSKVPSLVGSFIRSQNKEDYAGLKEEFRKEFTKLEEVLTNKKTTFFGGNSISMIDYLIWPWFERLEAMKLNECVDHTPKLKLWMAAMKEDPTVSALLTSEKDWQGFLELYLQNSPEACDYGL
Starred values were filed as active, the others as inactive; nt = not tested or not shown; & = joins results of further samples. A portion of the library, so the mix of outcomes need not match the whole.

Abbreviations – A = ZTA DNA inh; B = LYPLA2 counter; C = EBNA-1 inhibitor; D = PAD4 FP inh; E = PAFAH2 FP inh; F = LYPLA1 inh; G = PREPL inhibitor; H = PAFAH1B3 inh; I = GSTO1 inh
CN(C(=O)c1cccc(NC(=O)Cc2ccccc2)c1)c1ccccc1
  A = 17	B = -4	C = 5	D = 1	E = 3	F = -1	G = -48	H = 16	I = 1

CC(=O)NC(Cc1ccc(C)cc1)C(=O)NC1CCN(c2ncccc2[N+](=O)[O-])CC1 (configuration not stated)
  A = 3	B = -6	C = 4	D = 0	E = 7	F = -5	G = 7	H = 11	I = 0

Fc1ccc(-c2nnc(CSc3nnc(-c4ccc5c(c4)OCO5)o3)o2)cc1
  A = -8	B = 4	C = 22	D = -6	E = -6	F = 0	G = -21	H = -4	I = -2

Cc1ccc2c(c1)N(CC(=O)NCCC1=CCCCC1)C(=O)c1cccnc1O2
  A = 10	B = 0	C = 3	D = -1	E = 3	F = 2	G = 5	H = -2	I = -4

CSc1cc(-c2ccc(Cl)cc2)n(Cc2ccccc2)c(=O)c1C#N
  A = -7	B = 7	C = 0	D = -8	E = -5	F = 0	G = 15	H = 3	I = -1

CCOC(=O)c1c(C)sc(Sc2ccc(Cl)cc2[N+](=O)[O-])c1OC
  A = 6	B = -1	C = 1	D = 2	E = 3	F = -2	G = 10	H = 3	I = -6

COCCCNC(=O)Cn1c(=O)n(Cc2ccccc2Cl)c(=O)c2cc(OC)c(OC)cc21
  A = 6	B = -7	C = 0	D = 1	E = 2	F = -8	G = 8	H = 3	I = -3

COc1cc(CC(=O)OCC(=O)NCCc2ccc(S(N)(=O)=O)cc2)cc(OC)c1OC
  A = 14	B = 0	C = nt	D = -1	E = -1	F = -1	G = 6	H = -2	I = nt

CSCc1nnc(NC(=O)c2ccc(S(=O)(=O)N3CCCCC3C)cc2)o1 (configuration not stated)
  A = 2	B = -3	C = 12	D = -1	E = -4	F = -1	G = -3	H = 9	I = 6

c1cnc(N2CCN(Cc3ccc4c(c3)OCO4)CC2)nc1
  A = 2	B = -1	C = -6	D = -2&-2	E = -5&3	F = 0	G = 6&-6	H = 3&5	I = 2

Cn1c(=O)[nH]c(NC2CCCCC2)c([N+](=O)[O-])c1=O
  A = 3	B = 1	C = 5	D = 2	E = -3	F = 3	G = 18	H = 2	I = -14

Cn1c(=O)[nH]c(=O)c2c1nc(CN1CCN(c3cccc(Cl)c3)CC1)n2CCN1CCOCC1
  A = -8	B = -4	C = -4	D = -3	E = -4	F = -3	G = 46*	H = 14	I = 5

CC(C)NC(=O)NC(=O)CSc1ncc(C(F)(F)F)cc1Cl
  A = 0	B = 8	C = -6	D = -2	E = -3	F = 1	G = 3	H = 2	I = -2

O=C(CNCCO)Nc1ccc(F)c(Cl)c1
  A = 1	B = 3	C = -4	D = 1	E = 0	F = -1	G = -3	H = 5	I = 5

COc1cccc(C(=O)NCc2cn3ccsc3n2)c1
  A = 6	B = -3	C = 5	D = -4	E = 5	F = -3	G = 2	H = 6	I = 4

CCC(=O)N1CCc2cc(S(=O)(=O)NCCC(=O)Nc3cc(C)cc(C)c3)ccc21
  A = 3	B = 6	C = 1	D = 0	E = -2	F = -9	G = -2	H = 4	I = 3

CCCSc1nnc(-c2cnn(-c3ccccc3)c2-n2cccc2)n1C
  A = 16	B = 5	C = 9	D = -5	E = 1	F = 1	G = 4	H = 9	I = 2

COc1ccccc1-c1ccc(=O)n(CC(=O)NC2CCc3ccccc32)n1 (configuration not stated)
  A = -7	B = 6	C = -1	D = -2	E = 3	F = 2	G = -2	H = 2	I = 3

CC(=O)Nc1ccc(NC(=O)C(C)OC(=O)c2cccs2)cc1 (configuration not stated)
  A = -21	B = 3	C = nt	D = 3	E = 2	F = 3	G = 10	H = 8	I = nt

CCCCOc1ccc(OCCNC(=O)C2CCCN2C(=O)Nc2ccccc2)cc1 (configuration not stated)
  A = 8	B = 0	C = -21	D = -1	E = -2	F = -1	G = 4	H = 1	I = 2

O=C(CN1C(=O)C2C3CCC(C3)C2C1=O)NCc1ccco1 (configuration not stated)
  A = 6	B = 10	C = 7	D = 4	E = 5	F = 6	G = 0	H = 2	I = 2

O=C(Nc1cccc(C(=O)N2CCOCC2)c1)c1ccccc1
  A = 9	B = 6	C = 8	D = -5	E = 0	F = 0	G = -5	H = 4	I = 3

CS(=O)(=O)Nc1ccc(C2=NN(S(C)(=O)=O)C(c3ccc4c(c3)OCO4)C2)cc1 (configuration not stated)
  A = -10	B = 0	C = 5	D = 2	E = -15	F = 0	G = 7	H = -3	I = 4

Cc1cc(C(=O)NNC(=S)NC(C)c2ccccc2)cs1 (configuration not stated)
  A = 8	B = 0	C = 2	D = 5	E = -9	F = -5	G = -1	H = 2	I = -2

Cn1c(SCc2nc(-c3ccc(Cl)cc3)no2)nnc1-c1cccs1
  A = -1	B = -3	C = -2	D = 0	E = -1	F = -3	G = 13	H = -2	I = 32

The final 3 compounds of the part above open the next one.
Abbreviations – A = ZTA DNA inh; B = LYPLA2 counter; C = EBNA-1 inhibitor; D = PAD4 FP inh; E = PAFAH2 FP inh; F = LYPLA1 inh; G = PREPL inhibitor; H = PAFAH1B3 inh; I = GSTO1 inh
CS(=O)(=O)Nc1ccc(C2=NN(S(C)(=O)=O)C(c3ccc4c(c3)OCO4)C2)cc1 (configuration not stated)
  A = -10	B = 0	C = 5	D = 2	E = -15	F = 0	G = 7	H = -3	I = 4

Cc1cc(C(=O)NNC(=S)NC(C)c2ccccc2)cs1 (configuration not stated)
  A = 8	B = 0	C = 2	D = 5	E = -9	F = -5	G = -1	H = 2	I = -2

Cn1c(SCc2nc(-c3ccc(Cl)cc3)no2)nnc1-c1cccs1
  A = -1	B = -3	C = -2	D = 0	E = -1	F = -3	G = 13	H = -2	I = 32

Cn1c(=O)c2c(SCc3cccnc3)nc(C3CC3)nc2n(C)c1=O
  A = 29	B = -1	C = 4	D = 2	E = 1	F = -5	G = -11	H = -5	I = -2

COc1ccc(-c2noc(C3CCCN(C(=O)CCc4ccccc4)C3)n2)cc1 (configuration not stated)
  A = 19	B = 3	C = 3	D = 2	E = -8	F = 1	G = -5	H = -7	I = 5

CCOC(=O)Cc1csc(CC(N)=O)n1
  A = 8	B = 3	C = 1	D = 3	E = -3	F = 0	G = -2	H = 10	I = 13

O=C(CSc1n[nH]c(=O)n1C1CC1)Nc1ccc(F)c(Cl)c1
  A = nt	B = nt	C = nt	D = -1	E = 2	F = nt	G = 5	H = 1	I = nt

CCN(C(=O)COC(=O)c1nccnc1N)c1cccc2ccccc12
  A = nt	B = nt	C = nt	D = 2	E = 8	F = nt	G = 3	H = 1	I = nt

Cc1sc(NC(=O)c2sc3nc4c(C)cccc4cc3c2N)c(C#N)c1C
  A = -2	B = -10	C = 17	D = -19	E = 12	F = -13	G = 6	H = 2	I = 6

CC(C)c1ccc(/C=N/NC(=O)c2ccccn2)cc1
  A = -6	B = 2	C = 1	D = -2	E = 3	F = 0	G = -1	H = 13	I = 11

c1ccc(C2CC(c3cccs3)n3nnnc3N2)cc1 (configuration not stated)
  A = 4	B = 2	C = -8	D = 4	E = -2	F = 5	G = -47	H = 4	I = 2

CCCOc1ccc(C2C(C(=O)c3ccco3)=C(O)C(=O)N2CCCn2ccnc2)cc1 (configuration not stated)
  A = -11	B = -5	C = 0	D = -4	E = -4	F = 0	G = -10	H = 2	I = 0

O=C(C(=O)N1CCN(c2ccc([N+](=O)[O-])cc2)CC1)c1cn(CC(=O)N2CCOCC2)c2ccccc12
  A = 7	B = 5	C = 1	D = -1	E = 0	F = -2	G = 2	H = -3	I = 1

Cc1cc(=O)c(C(=O)OC(C)C(=O)NC(N)=O)nn1-c1ccc(Cl)cc1 (configuration not stated)
  A = -9	B = -5	C = 7	D = -1	E = -5	F = -2	G = 10	H = 2	I = 1

CC(C)(C)C(=O)Nc1nc2ccc(S(C)(=O)=O)cc2s1
  A = 4	B = -1	C = 2	D = -2	E = -8	F = -2	G = 4	H = 0	I = -1

CN(C(=O)c1ccc(NC(=O)C2CCN(C(=O)OC(C)(C)C)CC2)cc1)C1CCC1
  A = nt	B = nt	C = nt	D = 2	E = 2	F = nt	G = 4	H = 12	I = nt

COc1cc(C(=S)N2CCCC2)ccc1OCc1ccc(C)cc1
  A = -13	B = 7	C = 3	D = 2	E = 3	F = 0	G = 14	H = 4	I = -3

COc1cccc(-c2nc(CS(=O)(=O)CC(=O)NCCCN3CCN(C)CC3)c(C)o2)c1
  A = 1	B = 2	C = 5	D = -5	E = -1	F = 2	G = 8	H = 3	I = 4

O=C(NCC1CCCO1)C1CCCN(S(=O)(=O)c2cccc3nsnc23)C1 (configuration not stated)
  A = -1	B = 2	C = -7	D = 1	E = -7	F = 2	G = -4	H = -4	I = 0

COc1cccc(-c2ccc3c(N)c(C(=O)NC4CC4)sc3n2)c1
  A = -4	B = 5	C = 1	D = 2	E = 11	F = -3	G = 9	H = 12	I = -9

C=CCN(CC=C)CCOc1cccc(Oc2ccccc2)c1
  A = 0	B = -1	C = -3	D = -4	E = 3	F = 4	G = 3	H = 0	I = 0

CC/C(=N\NC(=O)CNC(=O)/C=C/c1ccco1)c1ccccc1
  A = 5	B = 7	C = 13	D = 1	E = 5	F = 0	G = 11	H = -1	I = 6

COc1ccc(C(=O)n2cnc3ccccc32)cc1
  A = -1	B = 0	C = -4	D = 3	E = -4	F = 1	G = -6	H = 2	I = -2

O=C(O)c1ccc2c(c1)S(=O)(=O)N=C1CCCCCN12
  A = 12	B = 0	C = 5	D = 1	E = 8	F = -2	G = -1	H = 4	I = -3

COc1ccc2oc(=N)c(C(=O)Nc3ccccc3Cl)cc2c1
  A = -7	B = 1	C = -12	D = -6	E = 4	F = -1	G = 5	H = 8	I = 6

CC(=O)c1ccc(C(=O)N2CCCC(CCC(=O)N(C)CCc3ccccn3)C2)s1 (configuration not stated)
  A = -9	B = 2	C = -18	D = -3	E = -4	F = -1	G = 11	H = 4	I = -5

Cc1cc(F)ccc1NC(=O)c1ccc(NS(=O)(=O)c2cc(C(C)(C)C)ccc2C)cc1
  A = 10	B = -33	C = -1	D = 1	E = -23	F = -14	G = 1	H = -34	I = 2

O=C(O)CC(Cc1ccc(Cl)cc1)C(=O)NCC12CC3CC(CC(C3)C1)C2 (configuration not stated)
  A = -10	B = 11	C = 11	D = 4	E = 10	F = 6	G = 17	H = 0	I = 18

COc1ccc(C)cc1-n1[nH]nnc1=S
  A = 12	B = 0	C = -1	D = -2	E = 0	F = -2	G = 0	H = 2	I = -4

O=C(c1ccco1)N1CCN(c2ccc(Cl)cc2)CC1
  A = 2	B = -1	C = 3	D = -3	E = -5	F = -2	G = 23	H = -5	I = -7

CCN(CC(=O)Nc1c(F)cccc1F)C(=O)Cc1n[nH]c(=O)c2ccccc12
  A = -23	B = -1	C = -2	D = -1	E = 0	F = 2	G = 9	H = 2	I = 2
